N-glyco inh: N-linked glycosylation inhibition; actives 0.23% (n = 360,000); reporter increase, % at 12.5 µM; D54 ERlucT glycosylation luciferase reporter, 24 h; percent of 100 nM tunicamycin response;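 active = mean luciferase reporter signal, scaled so untreated is 0 and the glycosylation-blocking control 100, at or above a set limit in every replicate; inconclusive = mean reaches the limit but not every replicate does; inactive = mean below the limit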;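 also: luciferase carries N-glycosylation sites so blocking glycosylation raises the light; 0% = median of neutral control wells and 100% = median of 100 nM tunicamycin wells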
TLR9-MyD88 block: inhibitors of human TLR9-MyD88 binding. Q9NR96+Q99836. CHO BLA complementation TLR9-MyD88, CCF4 FRET ratio. inhibition, % at 4.98 µM. actives 0.21% (n = 340,000). AID 504734;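 active = inhibition above the mean over all tested compounds plus 3 SD, cut at about 21% in these data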;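 also: 0% = DMSO only wells and 100% = clavulanate BLA inhibitor control wells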
ABCB6 inh 2: human ABCB6 transporter inhibition | Q9NP58 | actives 0.19% (n = 360,000) | K562-ABCB6 porphyrin accumulation, flow cytometry, 1 h; active compounds read low | fluorescence ratio to DMSO, % at 10 µM | AID 602162;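 active = fluorescence ratio to DMSO below 75%, the collection mean minus 3 SD; inconclusive = too few cells collected in the well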;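 also: signal is porphyrin accumulated inside mitochondria; 100% equals median channel fluorescence of DMSO control wells; lower ratio means ABCB6 inhibition with less porphyrin fluorescence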
Vif imaging: HIV Vif inhibition; AID 602346; actives 0.35% (n = 340,000); HEK293T cells, Vif self-association by quenched fluorescence, imaging, 24 h; inhibition, % at 7.49 µM; in the data active = inhibition above about 50%, passing the limit was not always enough; inconclusive = no clear call, values can overlap the other calls; inactive = below about 31%; also: some results filed as inactive read as strong as hits
MC4R antagonist: blocks human MC4R cAMP signaling; MC4R-expressing cells, MTII-stimulated cAMP, LANCE TR-FRET; actives 0.48% (n = 360,000); P32245; inhibition, % at 6.5 µM; AID 540295;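 active = inhibition above its plate's cutoff, the mean of tested wells on that plate plus 3 SD, cut at about 29% in these data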;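 also: 0% = Melanotan II alone and 100% = Melanotan II plus saturating MCL0020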
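Test system: U2OS cells stably expressing human melanocortin 4 receptor (MC4R); also added: Melanotan II challenge; compound: 6.5 µM single dose; timing: 30-min compound preincubation, 1-h Melanotan II challenge, 1-h detection, room temperature; signal: Eu-cAMP/anti-cAMP TR-FRET, emission 671 nm; repeats: one well per compound, no replicates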
NOD2 RIPK2 PPI: blocks binding of human NOD2 to RIPK2; O43353; CHO BLA complementation NOD2-RIPK2, CCF4 ratio; inhibition, % at 4.98 µM; actives 0.38% (n = 360,000); AID 624267; in the data active = inhibition above about 21%;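 also: 0% = vehicle only and 100% = reference blocker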
MC4R ag barr: human MC4R agonism via beta-arrestin. actives 0.98% (n = 360,000). P32245. U2OS MC4R beta-arrestin complementation, luminescence; percent of melanotan II response, DMSO zero. activation, % at 8.9 µM;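 active = activation above a per-plate cutoff, the mean activation of sample wells on that plate plus 3 SD, cut at about 8% in these data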
aDG glyco up: alpha-DG glycosylation activation | actives 0.22% (n = 360,000) | Pro5-aDG cells, alpha-DG glycosylation AlphaScreen (IIH6); 0% Pro5, 100% B10-LARGE cell signal | AID 624168 | activation, % at 10 µM;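 active = activation of at least 8% versus controls, or a plate z-score of at least 8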;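 also: Pro5 are CHO cells carrying HIG-tagged alpha-DG that lacks glycosylation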
ABHD5 PLIN5 PPI: ABHD5-PLIN5 protein interaction inhibition | inhibition, % at 4 µM | Q00G26+Q8WTS1 | Split G. princeps luciferase complementation, luminescence, 4 h | actives 0.78% (n = 360,000);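 active = inhibition above the mean inhibition across every tested compound plus 3 SD, cut at about 22% in these data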;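 also: 0% = DMSO only wells and the 100% control is not disclosed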
Target sequence (Q00G26 whole entry, looked up): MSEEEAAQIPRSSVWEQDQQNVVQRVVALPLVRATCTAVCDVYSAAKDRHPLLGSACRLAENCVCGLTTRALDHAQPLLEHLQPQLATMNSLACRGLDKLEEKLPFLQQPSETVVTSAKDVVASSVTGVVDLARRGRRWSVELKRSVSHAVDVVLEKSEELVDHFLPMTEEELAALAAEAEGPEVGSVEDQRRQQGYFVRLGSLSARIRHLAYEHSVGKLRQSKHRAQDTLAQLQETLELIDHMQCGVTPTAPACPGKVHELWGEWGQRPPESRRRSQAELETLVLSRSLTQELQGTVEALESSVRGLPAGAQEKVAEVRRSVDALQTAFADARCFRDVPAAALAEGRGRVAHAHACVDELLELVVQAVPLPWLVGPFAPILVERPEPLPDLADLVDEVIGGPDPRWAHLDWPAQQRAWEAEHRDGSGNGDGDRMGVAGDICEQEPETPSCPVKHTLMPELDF
Target sequence (Q8WTS1 whole entry, looked up): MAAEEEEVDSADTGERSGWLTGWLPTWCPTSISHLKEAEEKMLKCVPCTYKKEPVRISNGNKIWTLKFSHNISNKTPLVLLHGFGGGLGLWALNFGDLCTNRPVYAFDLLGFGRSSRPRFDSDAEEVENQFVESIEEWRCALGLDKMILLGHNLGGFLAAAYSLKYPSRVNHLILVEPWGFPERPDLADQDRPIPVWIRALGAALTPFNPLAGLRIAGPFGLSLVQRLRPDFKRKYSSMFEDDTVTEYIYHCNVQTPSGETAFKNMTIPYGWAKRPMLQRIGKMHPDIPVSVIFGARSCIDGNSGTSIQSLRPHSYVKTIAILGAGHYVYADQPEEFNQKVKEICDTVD
Granule exo inh: lytic granule exocytosis inhibition | TALL-104 LAMP-1 surface exposure, flow cytometry; cells stimulated with thapsigargin and PMA | actives 0.66% (n = 360,000) | inhibition, % at 10 µM | AID 651702;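 active = inhibition above about 55%, limit read from the data; inconclusive = no clear call, values can overlap the other calls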
Numbers without * were called inactive; ? = inconclusive; / = no result given. Some of the compounds tested; the hit share may differ from the screen's.

SMILES	N-glyco inh	TLR9-MyD88 block	ABCB6 inh 2	Vif imaging	MC4R antagonist	NOD2 RIPK2 PPI	MC4R ag barr	aDG glyco up	ABHD5 PLIN5 PPI	Granule exo inh
CCOC(=O)c1sc2nc(SCC(=O)NCc3ccco3)n(Cc3ccccc3)c(=O)c2c1C	0	1	95	1	17	-7	-0.8	-0.1	4	-10
CCCSc1ccc(-c2nn(-c3ccccc3)cc2/C=C(/C#N)C(=O)N2CCOCC2)cc1	0	-3	95	/	-1	-5	0.6	1.2	7	-12
CC1CCc2c(C(=O)OCC(=O)Nc3cccc(S(=O)(=O)N4CCCCCC4)c3)csc2C1 (configuration not stated)	-4	-6	95	-14	9	-4	0.3	0.2	-11	-1
Cc1cc(NC(=O)CSc2nnc(-c3ccc4c(c3)OCCO4)o2)no1	-15	-4	95	/	15	9	-2.3	0.0	-9	2
Cc1ccc(NC(=O)CCC(=O)N/N=C/c2ccc(O)cc2O)cc1	6	1	91	-13	5	-1	-0.8	0.1	8	-8
Cn1nc(C(C)(C)C)c([N+](=O)[O-])c1C(=O)Nc1cccc2ccccc12	-3	-5	100	-20	13	-13	1.8	-0.2	-12	-12
COc1ccc(CN2C(=O)CCC2(C)c2nc3ccccc3[nH]2)cc1 (configuration not stated)	0	/	91	/	/	3	/	0.0	9	-2
Cc1ccc(NC(=O)c2ccco2)c(NC(=O)c2ccccc2)c1	0	5	87	15	0	-2	1.1	0.1	18	19
CSCc1cc(N2CCCC2)nc(-c2ccccc2)n1	-2	-10	99	3	1	-1	4.8	-0.3	-8	-1
O=C(NCC1CCN(C(=O)c2ccc([N+](=O)[O-])cc2)CC1)c1ccc([N+](=O)[O-])cc1	3	2	104	18	2	3	-0.2	0.0	5	-4
CCc1ccccc1NC(=O)c1cc(S(=O)(=O)N2CCc3ccccc32)cn1C	1	-3	96	-5	3	-4	0.8	0.0	-5	-3
O=c1nc2ccc(Cl)cn2c2ccc(S(=O)(=O)N3CCCCC3)cc12	-4	5	101	4	11	6	-0.3	-0.1	6	-4
Cc1cccc(Cn2c(=O)n(-c3ccc(CC(=O)NCc4ccco4)cc3)c(=O)c3sccc32)c1	3	-6	86	-7	-2	-15	-0.3	0.0	-1	3
Cc1[nH]c2ccccc2c1C(=O)COC(=O)C1CC(=O)N(Cc2ccccc2)C1 (configuration not stated)	0	1	100	14	-6	6	-2.6	-0.2	2	0
COc1ccc(-c2cc(N3C(=O)Nc4ccccc4N3O)n[nH]2)cc1	-1	9	86	-1	10	-4	-0.4	-0.2	-5	2
CCOC(=O)N1CCN(C(=O)/C(=C/c2cccs2)NC(=O)c2cccs2)CC1	-1	3	92	-4	2	3	-2.0	-0.3	-3	0
COc1ccc(-c2nn(-c3ccccc3)cc2/C=C/C(=O)N2CCOCC2)cc1OC	0	-7	90	2	4	2	-0.7	-0.4	2	2
CCCOc1ccc(C2NC(=O)NC2=O)cc1 (configuration not stated)	3	-12	97	-12	11	-4	1.7	-0.3	3	2
CCc1ccc(N(CC(=O)NC2CCCC2)C(=O)CCC(=O)Nc2cc(C)on2)cc1	3	-2	98	-4	14	-2	-1.4	0.1	0	1
N#CCCCN1C(=O)C(O)(CC(=O)c2ccc3c(c2)OCCO3)c2ccccc21 (configuration not stated)	1	7	105	2	1	3	-1.2	0.6	-1	-1
CN(Cc1ccc(Cl)cc1)C(=O)c1ccc2ccccc2n1	0	-7	95	-4	0	4	0.4	0.0	-4	4
N#C/C(=C/c1ccncc1)c1nc2ccccc2c(=O)[nH]1	0	3	94	12	7	9	0.2	0.0	8	-1
O=C1C(=O)N(Cc2cccnc2)C(c2cccc(O)c2)/C1=C(\O)c1ccc2c(c1)OCCO2 (configuration not stated)	0	1	87	2	4	-11	-0.9	-0.1	8	6
O=C(N1CCOCC1)C(F)(F)C(F)(F)C(F)(F)C(F)(F)C(=O)N1CCOCC1	2	-1	100	5	12	-5	-0.4	0.0	2	0
Cc1sc(NC(=O)C2CCCCC2)c(C#N)c1-c1ccccc1	-6	4	102	/	6	-8	1.6	0.1	-5	2
CCOC(=O)N1CCN(C(=O)c2c[nH]c3ccc(S(=O)(=O)N(C)c4ccccc4C)cc3c2=O)CC1	1	-3	98	-4	15	0	-3.1	-0.1	3	-2
Nn1cnc2sc3c(c2c1=O)CCC3	-1	2	105	7	9	-1	-1.5	-0.3	11	6
COc1ccc(Cl)cc1-c1nc(N)nc(NC2CCCCC2)n1	3	-4	99	3	10	-3	-3.4	-0.3	-1	3
CCc1cccc(CC)c1NC(=O)CSc1nnc(C2CC2)n1N	2	-4	101	-7	12	0	1.1	0.1	-16	0
CCOC(=O)c1cc(CC)sc1NC(=O)c1ccc([N+](=O)[O-])c(N2CCOCC2)c1	0	0	92	5	-4	-7	-2.0	0.0	0	-1
CC1(C(=O)Nc2cnc3ccccc3c2)CCN1Cc1ccc(-c2ccccc2)o1 (configuration not stated)	-2	/	97	-11	4	-9	-0.7	0.0	65*	?
CCCCn1c(O)c(/C=C2\C=NN=C2c2ccccc2)sc1=S	-7	-3	89	-5	15	-11	-1.7	-0.5	-3	30
O=C(COC(=O)C1CC(=O)N(Cc2ccccc2)C1)Nc1ccc(Cl)cc1F (configuration not stated)	2	-15	101	7	20	6	-1.2	0.1	3	-2
O=C(CN1CCN(c2cccc(Cl)c2)CC1)NCc1ccccc1	3	1	109	9	1	3	-0.5	0.0	-4	-9
COc1cccc(NC(=O)CN2CCN(CC(=O)Nc3ccc(F)cc3)CC2)c1	0	6	97	-8	2	-12	-0.6	-0.1	-6	12
C=C(C)C1CC=C(C)/C(=N/NC(=O)COc2ccc(Cl)cc2)C1 (configuration not stated)	-3	-8	101	-6	19	-8	-2.3	-0.2	1	-2
COc1ccc(C)cc1S(=O)(=O)NCC(c1cccnc1)N1CCc2ccccc2C1 (configuration not stated)	0	-11	101	23	5	-7	-1.0	0.2	2	-1
CC1CCCC(C)N1C(=O)CSc1nc2ccccc2s1 (configuration not stated)	-2	6	97	-18	1	-5	-1.6	0.2	-3	3
Cc1ccc(C)c(Nc2nn3c(=O)c4ccc(C(=O)NCc5cccnc5)cc4nc3s2)c1	1	-3	97	3	19	-6	-3.2	-0.1	-5	4
COc1cccc(CNS(=O)(=O)c2ccc(S(=O)(=O)NC3CC3)cc2)c1	4	1	97	7	3	5	-0.5	-0.1	5	-2
COc1ccc(C2=NN3C(C2)c2ccccc2OC32C(=O)N(C)c3ccccc32)cc1 (configuration not stated)	-7	4	212	/	4	0	-1.2	-0.1	3	-4
Cc1cccc2c3nc4ccccc4nc3n(C)c12	11	-8	107	1	12	-6	-0.5	-0.1	-18	-1
O=S(=O)(/N=C(/Nc1ccccc1)c1ccccc1)c1cccs1	-4	-4	111	1	-2	-1	1.4	0.2	9	-1
Cc1cc(NC(=O)C(C)C)ncc1NC(=O)Cc1ccccc1	0	8	98	30	3	-3	-1.9	0.0	-3	-1
Clc1ccc(Oc2cnns2)cc1Cl	1	3	91	9	1	-18	-0.5	0.0	5	-5
O=C(NCc1cccc(C(F)(F)F)c1)C1C(=O)Nc2ccccc2C(=O)N1C1CCCC1 (configuration not stated)	/	/	/	/	/	16	/	-0.2	-2	23
CC(C)(C)OC(=O)N1CCN(c2ccc(CNC(=O)c3ccc(Cl)cc3)cc2)CC1	-7	2	96	-14	2	0	1.4	0.5	1	2
CCCOC(=O)C1[C@H]2C(=O)N(Cc3ccco3)C[C@]23C=C[C@H]1O3 (some centres not stated)	1	-4	103	9	-4	-8	-1.9	0.1	-4	-2
C=CCSc1nc2c(N)ncnc2n1C1OC(CO)C(O)C1O (configuration not stated)	1	3	95	3	31*	-2	-1.2	0.0	-11	-3
COc1cc2c(cc1OC)CN(C(=O)CN1C(=O)c3ccc([N+](=O)[O-])cc3C1=O)CC2	1	-5	103	0	17	-6	-1.9	0.1	2	-5
CCOC(=O)CC(NC(=O)c1cccc2c1C(=O)N(Cc1cccnc1)C2)c1ccc(OC(C)C)cc1 (configuration not stated)	-2	0	95	-10	6	-12	-1.2	-0.2	-2	3
O=C(NCCc1ccccc1)/C(=C\c1ccc([N+](=O)[O-])cc1)NC(=O)c1ccccc1	-3	1	95	/	6	-16	1.9	0.0	0	0
CC(C)N(C(=O)[C@H]1CC(CC(=O)NCc2ccco2)C(=O)N2CCc3c([nH]c4ccccc34)[C@]12C)C(C)C (some centres not stated)	0	-17	96	/	0	3	-1.3	0.2	5	3
COCC(C)N=Cc1c(O)[nH]c2ccccc12 (configuration not stated)	1	-8	101	?	1	4	1.0	-0.1	11	-1
COc1ccc(NC(=O)C2CCN(C(=O)Nc3ccc(C)cc3)CC2)cc1OC	-1	-3	101	19	3	-5	-0.4	0.0	-1	6
CCOc1ccc2c(c1)c(=O)c(S(=O)(=O)c1ccc(C)cc1)cn2CC	2	5	98	1	11	-2	-1.3	-0.2	-3	-1
COc1ccc(C(=O)NCc2ccccc2CN2CCCC2)cc1S(=O)(=O)Nc1ccc(C)cc1	-6	-5	103	-5	8	5	-0.2	0.1	-5	2
C=CCC[C@H](Cc1ccc(F)cc1)C(=O)OC[C@@H](C)NC(=O)[C@H](CC=C)CC(=O)NCCO	3	0	97	-2	-1	-14	-0.5	-0.1	5	-4
Cc1cc(NC(=O)CSC2=Nc3ccccc3C3=NC(Cc4ccccc4)C(=O)N23)n[nH]1 (configuration not stated)	0	-3	100	10	4	7	-0.3	0.0	4	-2
COc1ccc(C(=O)O)cc1S(=O)(=O)NC1CCN(Cc2ccccc2)CC1	1	-12	92	2	15	-3	-1.4	-0.1	3	0
Following part:
SMILES	N-glyco inh	TLR9-MyD88 block	ABCB6 inh 2	Vif imaging	MC4R antagonist	NOD2 RIPK2 PPI	MC4R ag barr	aDG glyco up	ABHD5 PLIN5 PPI	Granule exo inh
Cn1c(N)c(C(=O)NCc2ccccc2Cl)sc1=S	1	-2	102	-3	6	-2	-0.5	0.0	-3	-5
NNC(=O)Cn1nnc(-c2ccc(C(F)(F)F)cc2)n1	1	/	96	5	0	2	1.2	0.0	2	1
CC(C)CC(=O)Nc1c2c(nn1-c1ccc(F)cc1)CSC2	0	8	97	11	0	-8	-1.2	-0.1	5	-4
O=C(Nc1nc(-c2ccc(F)cc2)cs1)C1CCN(C(=O)c2ccc(F)cc2)CC1	-3	6	92	-13	8	-5	0.8	1.5	-4	2
Cn1c2ccccc2c2nnc(N/N=C/c3ccc(O)cc3)nc21	-1	/	97	9	6	1	-2.0	-0.1	1	-17
Cc1ccccc1C(=O)N1CCN(c2ccc(NC(=O)CSc3ccc(Cl)cc3)cc2)CC1	-8	4	110	-31	10	-5	-1.3	4.4	8	3

Given with two lines to a compound: entries from further up
Every second line gives: N-glyco inh	TLR9-MyD88 block	ABCB6 inh 2	Vif imaging	MC4R antagonist	NOD2 RIPK2 PPI	MC4R ag barr	aDG glyco up	ABHD5 PLIN5 PPI	Granule exo inh
CC(C)CC(=O)Nc1c2c(nn1-c1ccc(F)cc1)CSC2
 : 0	8	97	11	0	-8	-1.2	-0.1	5	-4
O=C(Nc1nc(-c2ccc(F)cc2)cs1)C1CCN(C(=O)c2ccc(F)cc2)CC1
 : -3	6	92	-13	8	-5	0.8	1.5	-4	2

Source: PubChem (several laboratories)
